# NCOA3 inh = inhibitors of human steroid receptor coactivator 3 (SRC3) | HEK293 GAL4-SRC3 luciferase reporter, luminescence | inhibition, % at 3.6 µM | 0.17% of 360,000 active | AID 588352;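 active = inhibition above a per-campaign cutoff, the mean of all compounds plus 3 SD, cut at about 60% in these data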;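 also: 0% = DMSO-treated cells and 100% = gossypol-treated cells at 36 µM; higher means less SRC3-driven luciferase light from the GAL4 reporter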
# NOD2 RIPK2 PPI = blocks binding of human NOD2 to RIPK2; AID 624267; inhibition, % at 4.98 µM; 0.38% of 360,000 active; O43353; CHO BLA complementation NOD2-RIPK2, CCF4 ratio; in the data active = inhibition above about 21%;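 also: 0% = vehicle only and 100% = reference blocker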
# NCOA2 inhibitor = human SRC2 (NCOA2) inhibition; Q15596; HEK293 GAL4-SRC2 luciferase reporter, luminescence; inhibition, % at 9 µM; 0.17% of 370,000 active;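 active = inhibition above the mean inhibition of all tested compounds plus 3 SD, set per campaign, cut at about 52% in these data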;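 also: 0% = DMSO treated cells and 100% = cells given Gossypol at 36 µM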
# NR5A2 inv ag = suppresses constitutive activity of human LRH-1 | HEK293T StAR-luciferase reporter, LRH-1 transfected, 24 h | 0.13% of 360,000 active | inhibition, % at 3.6 µM | O00482;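 active = inhibition above the mean inhibition of all tested compounds plus 3 SD, cut at about 73% in these data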;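 also: 0% = DMSO wells and 100% = reporter-only cells lacking LRH-1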
# ABHD5 PLIN5 PPI = blocks binding of human ABHD5 to perilipin-5; 0.78% of 360,000 active; Split G. princeps luciferase complementation, luminescence, 4 h; Q00G26+Q8WTS1; inhibition, % at 4 µM;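 active = inhibition above the mean inhibition across every tested compound plus 3 SD, cut at about 22% in these data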;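 also: 0% = DMSO only wells and the 100% control is not disclosed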
# MC4R ag barr = activates human MC4R beta-arrestin recruitment; U2OS MC4R beta-arrestin complementation, luminescence; percent of melanotan II response, DMSO zero; 0.98% of 360,000 active; activation, % at 8.9 µM;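 active = activation above a per-plate cutoff, the mean activation of sample wells on that plate plus 3 SD, cut at about 8% in these data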
# Target sequence (P32245 whole entry, looked up): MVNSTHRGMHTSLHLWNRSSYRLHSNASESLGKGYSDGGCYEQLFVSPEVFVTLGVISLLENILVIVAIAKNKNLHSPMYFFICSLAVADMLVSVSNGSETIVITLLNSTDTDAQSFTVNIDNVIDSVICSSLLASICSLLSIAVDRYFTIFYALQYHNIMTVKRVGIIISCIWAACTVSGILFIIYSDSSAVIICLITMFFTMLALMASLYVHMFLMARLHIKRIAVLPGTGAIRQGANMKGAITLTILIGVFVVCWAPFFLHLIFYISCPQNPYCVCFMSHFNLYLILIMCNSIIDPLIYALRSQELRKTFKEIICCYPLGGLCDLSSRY
# MC4R antagonist = antagonists of human melanocortin 4 receptor (MC4R) | MC4R-expressing cells, MTII-stimulated cAMP, LANCE TR-FRET | inhibition, % at 6.5 µM | 0.48% of 360,000 active | AID 540295;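 active = inhibition above its plate's cutoff, the mean of tested wells on that plate plus 3 SD, cut at about 29% in these data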;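 also: 0% = Melanotan II alone and 100% = Melanotan II plus saturating MCL0020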
#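 System: U2OS-MC4R stable cell line; Technique: Eu-cAMP/anti-cAMP TR-FRET, emission 671 nm; Repeats: single well per compound; Also added: Melanotan II; Dosing: one concentration, 6.5 µM nominal; Schedule: 30-min compound, 1-h challenge, 1-h detection, room temperature.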
# SRC1 inh = inhibits human SRC1 coactivator. Q15788. HEK293 GAL4-SRC1 luciferase reporter, luminescence. inhibition, % at 3.6 µM. 0.12% of 360,000 active. AID 588354;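 active = inhibition above the campaign mean plus 3 SD, with each screening campaign given its own cutoff, cut at about 60% in these data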;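 also: 0% = DMSO treated cells and 100% = gossypol at 36 µM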
# NR2F2 inh = inhibitors of human COUP-TFII (NR2F2) | P24468 | HEK293T NGFI-A luciferase reporter, luminescence | inhibition, % at 8.6 µM | 0.7% of 370,000 active;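 active = inhibition above a per-plate cutoff, mean inhibition of test wells between control levels plus 3 SD, cut at about 38% in these data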;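 also: cells cotransfected with COUP-TFII expression vector driving the NGFI-A reporter; 0% = median of COUP-TF2 test wells and 100% = reporter-only cells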
# Target sequence (P24468 whole entry, looked up): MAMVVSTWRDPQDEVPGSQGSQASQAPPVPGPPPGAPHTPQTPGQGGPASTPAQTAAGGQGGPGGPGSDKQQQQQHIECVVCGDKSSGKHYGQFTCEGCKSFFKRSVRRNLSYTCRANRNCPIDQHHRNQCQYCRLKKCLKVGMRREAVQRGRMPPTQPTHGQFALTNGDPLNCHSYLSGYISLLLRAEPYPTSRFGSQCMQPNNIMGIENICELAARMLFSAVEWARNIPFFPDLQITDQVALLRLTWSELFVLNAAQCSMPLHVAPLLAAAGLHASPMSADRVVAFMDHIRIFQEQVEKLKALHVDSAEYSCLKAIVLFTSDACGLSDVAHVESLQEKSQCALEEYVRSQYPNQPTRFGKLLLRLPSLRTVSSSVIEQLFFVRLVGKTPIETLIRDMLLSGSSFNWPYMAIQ
# LMP1 NFkB inh = inhibitors of Epstein-Barr LMP1-induced NF-kappaB reporter. LMP1-induced NF-kappaB luciferase reporter cells, luminescence. inhibition, % at 12.5 µM. 0.69% of 350,000 active. AID 504558; in the data active = inhibition above about 41%;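 also: 0% = neutral control wells and 100% = reference inhibitor control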
# TLR9-MyD88 inh = TLR9-MyD88 interaction inhibition; 0.21% of 340,000 active; CHO BLA complementation TLR9-MyD88, CCF4 FRET ratio; inhibition, % at 4.98 µM; Q9NR96+Q99836; AID 504734;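 active = inhibition above the mean over all tested compounds plus 3 SD, cut at about 21% in these data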;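 also: 0% = DMSO only wells and 100% = clavulanate BLA inhibitor control wells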
# Starred values were filed as active, the others as inactive; / = no result given. Not all compounds are listed; the hit share may differ from the screen's.
1: COc1ccc2[nH]c3c(c2c1)CCNC3
2: Cc1nc2c(-c3ccccc3)c(C)nn2c(C)c1CCC(=O)N1CCC2(CC1)OCCO2
3: O=c1[nH]c2ccccc2n1C1CCN(C(c2cc3ccccc3o2)c2nnnn2-c2ccc3c(c2)OCCO3)CC1 (stereo not given)
4: O=C(Cc1ccccc1)N1CCN(CCCc2ccccc2)CC1
5: COc1ccc(NC(=S)NC(NC(=O)CF)C(Cl)(Cl)Cl)cc1[N+](=O)[O-] (stereo not given)
6: C(CCc1nn[nH]n1)CCc1nn[nH]n1
compound no.	1	2	3	4	5	6
NCOA3 inh	19.1	5.8	24.2	2.8	2.5	-15.7
NOD2 RIPK2 PPI	-10.3	1.0	1.9	-8.8	1.4	2.4
NCOA2 inhibitor	26.1	-11.8	-26.5	14.6	19.9	-24.4
NR5A2 inv ag	-11.1	-8.1	-7.7	6.2	1.7	4.3
ABHD5 PLIN5 PPI	5.1	2.8	2.8	4.2	-5.4	1.8
MC4R ag barr	-2.2	-1.1	/	-0.4	-3.4	-0.2
MC4R antagonist	7.4	1.4	/	5.0	6.7	-1.4
SRC1 inh	5.7	-21.6	43.6	-4.5	6.1	3.7
NR2F2 inh	-6.4	-2.9	-14.3	-6.1	10.0	-11.2
LMP1 NFkB inh	-3.8	9.2	/	2.0	-23.8	-2.3
TLR9-MyD88 inh	-0.8	12.9	/	5.8	-9.3	-12.1

7: CC(C(=O)c1ccc(Cl)cc1Cl)n1cncn1 (stereo not given)
8: CN(C)CCN=Cc1c(O)n(CCC2=CCCCC2)c(=O)[nH]c1=O
9: O=c1c2ccccc2nc(CNCC2CCCO2)n1-c1ccc(F)cc1 (stereo not given)
10: Cc1ccc(C(=O)NC(O)C(Cl)(Cl)Cl)cc1 (stereo not given)
11: Cc1ccsc1C(=O)C1CCCN(Cc2ccn[nH]2)C1 (stereo not given)
12: COc1ccc(NC(=O)c2cn(CCC#N)nc2-c2ccccc2)cc1
compound no.	7	8	9	10	11	12
NCOA3 inh	9.6	0.7	16.4	-2.2	11.2	18.0
NOD2 RIPK2 PPI	-8.2	1.0	4.3	-11.1	4.5	-7.0
NCOA2 inhibitor	-25.8	6.3	-12.4	11.8	1.7	18.6
NR5A2 inv ag	-20.7	3.5	1.0	-30.9	-10.7	12.6
ABHD5 PLIN5 PPI	8.5	7.1	-1.2	-0.8	-6.9	3.2
MC4R ag barr	-1.0	-0.2	-3.5	1.0	-0.8	0.0
MC4R antagonist	6.0	1.8	7.2	4.0	13.0	0.4
SRC1 inh	-7.0	-3.0	-13.3	-2.4	-3.6	-2.4
NR2F2 inh	-10.5	-8.8	1.1	6.3	12.9	9.3
LMP1 NFkB inh	2.1	-3.1	6.9	4.9	-2.3	2.4
TLR9-MyD88 inh	-1.8	9.9	-9.8	4.0	-5.3	2.8

13: O=[N+]([O-])c1ccc(C(=Nc2ccccc2)N2CC2)cc1
14: COC(=O)C1=C(c2ccc(S(C)(=O)=O)cc2)C[C@@H]2CC[C@H]1N2C(=O)NCCO
15: CCC(C)n1c(O)c(C=Nc2cccc(C(F)(F)F)c2)c(=O)[nH]c1=S (stereo not given)
16: Cc1cccc(NC(=O)COC(=O)c2cc(C)n(C3CC3)c2C)c1
17: Cn1c(O)c(C=NCCc2c[nH]c3ccccc23)c(=O)n(C)c1=O
18: CC(C(=O)c1c[nH]c2ccccc12)N1CCOCC1 (stereo not given)
compound no.	13	14	15	16	17	18
NCOA3 inh	-31.6	-1.0	-2.1	17.3	-6.5	16.4
NOD2 RIPK2 PPI	-6.9	9.0	-25.3	6.1	-9.1	4.3
NCOA2 inhibitor	-61.0	-4.6	-22.3	-29.1	1.4	-33.7
NR5A2 inv ag	-21.8	-3.7	18.1	0.7	1.6	17.4
ABHD5 PLIN5 PPI	3.9	2.9	-2.6	-6.6	-0.3	-0.1
MC4R ag barr	1.5	0.6	1.5	-0.4	-0.7	0.2
MC4R antagonist	10.4	-2.7	3.4	-0.1	3.9	-6.9
SRC1 inh	-27.8	-5.0	-18.9	-8.7	11.6	-6.1
NR2F2 inh	-17.7	3.2	-5.4	4.9	1.4	25.7
LMP1 NFkB inh	-4.2	3.9	-16.7	-2.5	-2.4	1.1
TLR9-MyD88 inh	1.3	-7.5	-5.2	-3.4	1.7	-5.2

19: Cn1cc(C(=O)N2CCC3(CC2)OCCO3)c2c3ccccc3n(C)c2c1=O
20: CC(C)(C)NC(=O)CN1CCCN(C(=O)COc2ccc(Cl)c3ccccc23)CC1
21: CCOc1ccccc1-n1c(O)c(C=Nc2ccc(N(CC)CC)cc2)c(=O)[nH]c1=O
22: CCC(C)C1N=C(c2ccccc2)c2cc(Cl)ccc2N(CC(=O)NCc2ccco2)C1=O (stereo not given)
23: NCC(=O)c1ccccc1
24: CC(=O)OC1C2(CC3N4C(=O)C5(CO)SSC4(CC31O)C(=O)N5C)OC(C)C(C)(C)C2=O (stereo not given)
compound no.	19	20	21	22	23	24
NCOA3 inh	16.7	-52.2	2.6	-20.2	-36.2	67.7*
NOD2 RIPK2 PPI	-2.5	3.7	0.8	7.7	-3.7	63.9*
NCOA2 inhibitor	7.2	26.7	16.6	-20.2	-29.4	/
NR5A2 inv ag	-11.5	-2.9	-6.5	5.8	-13.3	97.6*
ABHD5 PLIN5 PPI	-8.5	5.0	-16.2	-0.1	-1.0	-8.4
MC4R ag barr	-0.4	-5.5	-2.4	1.1	-0.6	-12.6
MC4R antagonist	10.2	-3.7	-26.6	0.8	1.9	-21.0
SRC1 inh	-10.9	-10.4	-14.2	3.7	2.3	23.6
NR2F2 inh	4.7	7.6	5.2	-1.5	-10.8	/
LMP1 NFkB inh	-13.0	3.0	3.4	-5.8	-6.0	86.8*
TLR9-MyD88 inh	-13.9	4.8	8.5	-13.4	0.2	10.8

25: CC(=O)NCC(=O)Nc1ccc(Br)cc1C(=O)c1ccccc1
26: Cc1nn(C)c(C)c1P(=S)(c1c(C)nn(C)c1C)N(C)C
27: CCc1ccccc1NC(=O)CNCc1ccccc1
28: COC(=O)C1=C(c2ccc(Cl)c(C(F)(F)F)c2)C[C@@H]2CC[C@H]1N2C(=O)NCCO
29: COc1ccc(C(c2nnnn2-c2c(C)cccc2C)N2CCC(n3c(=O)[nH]c4ccccc43)CC2)cc1 (stereo not given)
30: CCCCn1c(O)c(C(C)=NCc2ccc3c(c2)OCO3)c(=O)[nH]c1=O
compound no.	25	26	27	28	29	30
NCOA3 inh	25.2	-23.6	2.2	9.7	20.1	18.9
NOD2 RIPK2 PPI	-8.9	-3.9	2.0	-14.4	-3.7	3.4
NCOA2 inhibitor	-31.6	7.9	2.1	-8.7	-8.9	-7.8
NR5A2 inv ag	11.2	-16.8	3.5	-34.5	8.0	24.0
ABHD5 PLIN5 PPI	2.4	-6.3	0.3	-4.3	12.9	0.0
MC4R ag barr	1.0	1.0	-0.8	-1.4	/	0.4
MC4R antagonist	-1.0	14.6	7.0	-2.3	/	3.0
SRC1 inh	-22.6	5.4	-3.8	2.3	8.8	13.1
NR2F2 inh	-12.1	4.7	-3.5	7.0	21.4	6.8
LMP1 NFkB inh	-8.7	8.9	-3.1	1.1	/	4.8
TLR9-MyD88 inh	0.1	0.6	-1.6	-8.6	/	3.9

31: CCNCCNc1ccc([N+](=O)[O-])c2cccnc12
32: COc1cc2c(cc1OC)[C@@H]1C(=O)c3ccc4c(c3O[C@@H]1CO2)C[C@H](C(C)C)O4
33: CCCC(CCC)C(=O)OC[N+](C)(C)CCOC(=O)C(O)(c1ccccc1)C1CCCC1 (stereo not given)
34: CN1CCN(Cc2ccc(N)cc2)CC1
35: O=C(O)C1C2CC3CC(C2)CC1(n1ncc(N2CCC4(CC2)OCCO4)c(Cl)c1=O)C3 (stereo not given)
36: O=C1NCN(c2ccccc2)C12CCN(C(c1cccc3ccccc13)c1nnnn1C1CCCC1)CC2 (stereo not given)
37: CC1=NN=C(c2ccc(N)cc2)c2cc3c(cc2C1)OCO3
38: O=C(N/N=C/c1c(O)n(C2CC2)c(=S)[nH]c1=O)c1ccccc1
compound no.	31	32	33	34	35	36	37	38
NCOA3 inh	-1.5	20.1	17.4	-9.4	10.8	7.8	-2.2	-56.5
NOD2 RIPK2 PPI	-3.3	1.7	-2.3	-1.6	9.0	8.8	-7.9	-0.4
NCOA2 inhibitor	-37.0	24.4	-1.5	-2.7	-36.2	6.0	-9.4	-8.3
NR5A2 inv ag	-6.6	45.2	-1.7	3.5	7.7	21.7	-10.8	-130.8
ABHD5 PLIN5 PPI	1.8	-6.5	6.7	3.0	-9.1	3.0	-3.4	3.8
MC4R ag barr	-1.6	-1.7	0.7	-1.4	-1.4	/	0.8	-1.5
MC4R antagonist	-24.2	1.3	7.5	2.6	1.4	/	16.1	2.0
SRC1 inh	11.7	10.4	1.9	3.6	-13.4	-29.6	0.2	-61.9
NR2F2 inh	14.4	67.2*	4.8	11.4	-17.1	-1.8	-9.2	-8.2
LMP1 NFkB inh	-2.5	6.6	-2.1	-0.7	0.8	/	1.3	-3.6
TLR9-MyD88 inh	/	-1.2	0.4	-11.4	-10.0	/	-0.1	-8.8

# Gathered by group: those above with sulfur.
5: COc1ccc(NC(=S)NC(NC(=O)CF)C(Cl)(Cl)Cl)cc1[N+](=O)[O-] (stereo not given)
11: Cc1ccsc1C(=O)C1CCCN(Cc2ccn[nH]2)C1 (stereo not given)
14: COC(=O)C1=C(c2ccc(S(C)(=O)=O)cc2)C[C@@H]2CC[C@H]1N2C(=O)NCCO
15: CCC(C)n1c(O)c(C=Nc2cccc(C(F)(F)F)c2)c(=O)[nH]c1=S (stereo not given)
24: CC(=O)OC1C2(CC3N4C(=O)C5(CO)SSC4(CC31O)C(=O)N5C)OC(C)C(C)(C)C2=O (stereo not given)
26: Cc1nn(C)c(C)c1P(=S)(c1c(C)nn(C)c1C)N(C)C
38: O=C(N/N=C/c1c(O)n(C2CC2)c(=S)[nH]c1=O)c1ccccc1
compound no.	5	11	14	15	24	26	38
NCOA3 inh	2.5	11.2	-1.0	-2.1	67.7*	-23.6	-56.5
NOD2 RIPK2 PPI	1.4	4.5	9.0	-25.3	63.9*	-3.9	-0.4
NCOA2 inhibitor	19.9	1.7	-4.6	-22.3	/	7.9	-8.3
NR5A2 inv ag	1.7	-10.7	-3.7	18.1	97.6*	-16.8	-130.8
ABHD5 PLIN5 PPI	-5.4	-6.9	2.9	-2.6	-8.4	-6.3	3.8
MC4R ag barr	-3.4	-0.8	0.6	1.5	-12.6	1.0	-1.5
MC4R antagonist	6.7	13.0	-2.7	3.4	-21.0	14.6	2.0
SRC1 inh	6.1	-3.6	-5.0	-18.9	23.6	5.4	-61.9
NR2F2 inh	10.0	12.9	3.2	-5.4	/	4.7	-8.2
LMP1 NFkB inh	-23.8	-2.3	3.9	-16.7	86.8*	8.9	-3.6
TLR9-MyD88 inh	-9.3	-5.3	-7.5	-5.2	10.8	0.6	-8.8

# Screens (PubChem BioAssay)
